# Screening results (PubChem)
# Eya2 phos inh: blocks the phosphatase activity of human Eya2. O00167. recombinant Eya2, OMFP fluorescence dephosphorylation (OMFP is methylfluorescein phosphate). Potency, µM (doses to about 76.9 µM), without a hit: top-dose activity, negative = inhibition, usual class: inhibitors. hit rate 0.006% among 330,000. AID 488837; note: potency is the fitted concentration of half-maximal effect; % is set by controls: 0 for no effect and ±100 for the full control effect
# Target sequence (O00167 whole entry, looked up): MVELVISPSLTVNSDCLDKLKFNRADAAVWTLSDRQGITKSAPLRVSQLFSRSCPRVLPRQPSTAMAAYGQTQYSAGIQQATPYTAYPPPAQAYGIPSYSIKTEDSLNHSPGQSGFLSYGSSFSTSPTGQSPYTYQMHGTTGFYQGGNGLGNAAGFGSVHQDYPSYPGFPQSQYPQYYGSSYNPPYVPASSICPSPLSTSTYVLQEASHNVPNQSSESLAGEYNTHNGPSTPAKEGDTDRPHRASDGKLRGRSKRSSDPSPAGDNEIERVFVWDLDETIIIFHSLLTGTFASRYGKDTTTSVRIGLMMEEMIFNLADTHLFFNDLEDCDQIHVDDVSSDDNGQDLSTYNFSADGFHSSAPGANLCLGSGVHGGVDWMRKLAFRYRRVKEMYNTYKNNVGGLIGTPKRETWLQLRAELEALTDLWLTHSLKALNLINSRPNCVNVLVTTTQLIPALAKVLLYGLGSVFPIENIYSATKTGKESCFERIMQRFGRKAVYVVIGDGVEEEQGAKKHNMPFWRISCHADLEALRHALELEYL
#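 Eya2 (0.2 uM) preincubated 10 min at ambient with compound, then OMFP substrate added at 50 uM; 10 min reaction in 50 mM HEPES pH 7.5, 50 mM NaCl, 5 uM MgCl2, 0.05% BSA, 1 mM DTT. Fluorescence read at Ex 485/Em 525 nm.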
# a7 integrin act: integrin-mediated muscular dystrophy alleviation activation; Potency, µM (titrated, usually from 38.3 µM), for the others: at the highest dose activation, usual class: activators; AID 624291; alpha7betagal myoblasts, beta-gal FDG fluorescence, 48 h; hit rate 0.064% among 350,000;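 note: potency is the fitted concentration of half-maximal effect; 100% = response of the positive control SU9516; nearly all actives have a fitted effect of over 60% in size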
#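 Alpha7betagal+/- myoblasts (passage 13) were plated 16-24 hr, then exposed to compounds (1:260 dilution of DMSO stock) for 48 hours at 37C. After MPER lysis, β-galactosidase reporter activity was read as FDG fluorescence (ex 480/em 540) after 30 minutes.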
# ELG1 repair inh: inhibitors of ELG1-dependent DNA repair in HEK293T cells. HEK293T ELG1-luciferase reporter, luminescence, 16 h; DNA damage induced by 5-fluorouridine. Potency, µM (doses to about 46.1 µM), inactives show top-dose activity change, negative = inhibition, actives largely listed as inhibitors. hit rate 2.3% among 330,000. AID 504467; note: potency is the fitted concentration of half-maximal effect; % is set by controls: 0 for no effect and ±100 for the full control effect; nearly all actives have a fitted effect of over 55% in size
#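 DMSO vehicle served as the neutral condition. Each well held 2,000 cells given 5-fluorouridine plus compound; after 16 hr at 37 °C/5% CO2, ONE-Glo was added and luciferase measured 30 min later.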
# ASM inhibitor: blocks human secretory acid sphingomyelinase | placental ASM, HMU-PC fluorogenic substrate, 60 min | Potency, µM (top dose mostly 57.5 µM), without a hit: top-dose activity change, negative = inhibition, most hits filed as inhibitors | P17405 | AID 504937 | hit rate 0.006% among 340,000; note: potency is the fitted concentration of half-maximal effect
#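 Human placenta-derived ASM preincubated with compound 10 min at room temperature, then reacted with 9 uM (final) fluorogenic HMU-PC substrate for 60 min at 37 C. Stop solution raises pH to 10; fluorescence read at Ex 386/Em 447 nm.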
# PTAP TSG101 blk: blocks PTAP/TSG101 interaction to inhibit HIV-1 budding. Q99816. Fluorescence polarization, FITC-PTAP peptide / Tsg101 binding. Potency, µM (series often up to 115 µM), inactives show at the top dose activity change, negative = inhibition, actives largely listed as inhibitors. 340,000 tested, under 10 active; active = well fitted inhibition curve with a large enough effect in the main read-out, with a control signal flat, not every such curve was filed as active; inconclusive = small, poorly fitted or top-dose-only effect, or effect the other way, or a change in a side signal; inactive = no such curve, though single readings can be large or run the other way; note: potency is the fitted concentration of half-maximal effect; % of control where 0% means no effect
#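 Fluorescence anisotropy tracks displacement of a FITC-tagged PTAP peptide (50 nM) from the Tsg101 binding domain (10 uM), following a 20 min room-temperature incubation at pH 7.5.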
# BCR signal inh: blocks chronic active B-cell receptor signaling; ABC-DLBCL IkBa-CBG/CBR reporter, luminescence ratio, 4 h; AID 493014; Potency, µM (series often up to 46.1 µM), without a hit: top-dose ratio change, negative = lower green/red ratio, usual class: inhibitors; hit rate 0.05% among 340,000; active = well fitted inhibition curve with a large enough effect in the signal ratio, with a control signal flat, not every such curve was filed as active; inconclusive = small, poorly fitted or top-dose-only effect, or effect the other way, or a change in a side signal; the % refers to the signal ratio;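 note: potency is the fitted concentration of half-maximal effect; plate controls were basal doxycycline-induced cells for no effect and cells given 10 µM MG132 for full effect; MG132 reads +100%, hits lower the ratio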
#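 Concentration-response series (up to 46 uM) were applied to TMD8 dual-reporter cells for 4 h at 37C with doxycycline. Green/red ratio, after filter-overlap correction, defined %Activity; red signal alone was normalised to basal cells and zero luminescence.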
# AT treatment: potential ataxia-telangiectasia treatment; Potency, µM (doses to about 57.5 µM), for inactives: at the highest dose activation, most hits filed as activators; hit rate 0.19% among 320,000; […] A-T fibroblasts, KAP-1 phosphorylation AlphaLISA; neocarzinostatin DNA damage 30 min before lysis; note: potency is the fitted concentration of half-maximal effect; % of control where 0% means no effect; nearly all actives have a fitted effect of over 45% in size
#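 hTERT-immortalized A-T patient fibroblasts ([…]), 500 cells/well in OPTI-MEM, 1% FBS, got compounds for 60 min, then NCS for 30 min at 37C. Lysates were then assayed for phospho-KAP-1 by AlphaLISA (anti-pKAP1 donor, anti-KAP1 acceptor beads), 6 hr at 25C.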
# TCR activator: activators of T cell receptors; primary human leukocytes, anti-CD3, IL-2 HTRF, 48 h; Potency, µM (doses to about 9.22 µM), inactives show at the top dose activation of IL-2 secretion, most hits filed as activators; 330,000 tested, under 10 active; AID 504894; note: % of control where 0% means no effect
#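 Human primary leukocytes + a-CD3 beads + cpd, 48 hr; IL-2 in supernatant by HTRF (ex 320nm / em 665nm). No co-stimulatory signal supplied.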
# Tb PFK block: inhibitors of T. brucei phosphofructokinase; O15648; T. brucei PFK, ADP-Glo luminescence; Potency, µM (series often up to 57.5 µM), for the others: top-dose activity, negative = inhibition, usual class: inhibitors; hit rate 0.17% among 330,000; AID 485367;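 note: potency is the fitted concentration of half-maximal effect; 0% = uninhibited 1x PFK enzyme wells and -100% = no-enzyme wells; nearly all actives have a fitted effect of over 60% in size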
# Target sequence (O15648 whole entry, looked up): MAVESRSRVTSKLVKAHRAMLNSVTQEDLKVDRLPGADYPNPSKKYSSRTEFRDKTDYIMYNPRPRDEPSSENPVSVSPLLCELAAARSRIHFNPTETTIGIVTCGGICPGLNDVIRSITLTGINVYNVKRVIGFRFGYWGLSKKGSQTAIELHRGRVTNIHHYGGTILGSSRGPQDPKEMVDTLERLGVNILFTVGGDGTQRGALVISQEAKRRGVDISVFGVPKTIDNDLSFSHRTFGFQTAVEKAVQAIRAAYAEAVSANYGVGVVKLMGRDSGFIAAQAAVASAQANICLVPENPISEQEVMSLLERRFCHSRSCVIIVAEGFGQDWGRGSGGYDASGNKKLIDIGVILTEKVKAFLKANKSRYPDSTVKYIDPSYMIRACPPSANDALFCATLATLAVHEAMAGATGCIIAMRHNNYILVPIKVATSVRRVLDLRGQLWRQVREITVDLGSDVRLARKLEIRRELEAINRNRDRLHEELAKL
#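 Compounds were pin-transferred as a titration series up to 57 uM into substrate buffer (0.5 mM F6P, 0.1 mM ATP, pH 8.0), then 1.25 nM PFK was added and reactions ran 45 min before ADP-Glo detection.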
# TSHR antagonist: blocks TSH signaling through the human TSH receptor; P16473; TSHR-expressing cells, TSH-stimulated cAMP HTRF, 2 h; stronger effect = lower value; activity change, negative = inhibition, % at 11.5 µM; hit rate 0.2% among 330,000; AID 504810;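 active = activity change below a set negative limit, meaning inhibition stronger than a set level, cut at about -70% in these data; inconclusive = activity change between two set negative limits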; note: % is set by controls: 0 for no effect and ±100 for the full control effect
#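 Competitive HTRF cAMP read-out (cryptate anti-cAMP antibody, cAMP-d2; 30 min, room temperature) in freshly harvested TSHR cells. Compounds added before TSH at EC80 (4nM final), followed by 2 hours' incubation at 37 deg C.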
# Mito fusion act: blocks mitochondrial division or promotes mitochondrial fusion; AID 485298; hit rate 0.23% among 320,000; Potency, µM (titrated, usually from 46.1 µM), inactives show at the top dose growth rescue (activation), most hits filed as activators; S. cerevisiae fusion-defective mutant growth rescue, CellTiterGlo 48 h;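 note: potency is the fitted concentration of half-maximal effect; % of control where 0% means no effect; nearly all actives have a fitted effect of over 45% in size; temperature-sensitive fusion mutants such as fzo1-1 at 37 °C on non-fermentable ethanol glycerol medium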
#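 Read-out: ATP-based luminescence (CellTiterGlo, 10 min ambient) reporting growth of fusion-defective ts yeast after 48 hours at 37C on glycerol/ethanol YPEG medium in the presence of compound.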
# The depositor's hits bear a star; u = inconclusive; x = no result given; [ ] = another dose, or the depositor's remark. Unless noted, calls come from the whole dose curve; as a rule, active = well fitted curve in the direction sought with a large enough effect; inconclusive = small, poorly fitted or top-dose-only effect, or another doubt; inactive = no such curve, though single readings can be large; an effect the other way counts as inactive or inconclusive.
SMILES,Eya2 phos inh,a7 integrin act,ELG1 repair inh,ASM inhibitor,PTAP TSG101 blk,BCR signal inh,AT treatment,TCR activator,Tb PFK block,TSHR antagonist,Mito fusion act
CCc1ccc(C2C3=C(CC(C)(C)CC3=O)OC3=C2C(=O)CC(C)(C)C3)cc1,1%,-20%,27%,-5%,-5%,0%,3%,-1%[46.1 µM],-1%,10,-8%
Cc1cc(NC(=O)CSc2ccccc2)no1,8%,23%,9%,-1%,2%,6%,5%,5%,-7%,-3,7%
COc1cc(CN(C)Cc2cc(=O)oc3cc(C)c(Cl)cc23)ccc1OC(F)F,-9%,-14%,-5%,-12%,-1%,17%,-3%,2%,-5%,-24,-5%
COc1cc(OC)cc(C(=O)NCC(=O)N2CCN(S(=O)(=O)c3ccccc3F)CC2)c1,-40%,1%,7%,3%,-2%,1%,-2%,0%,0%,-12,x
CCn1ncc(CNC(=O)C2(C)CC2(Br)Br)c1C (stereo not drawn),2%,-14%,18%,1%,2%,u,6%,-10%[46.1 µM],4%,11,-2%
O=[N+]([O-])c1ccc(-c2nc(NCc3ccccc3)c3ccccc3n2)cc1,3%,18%,-6%,0%,-5%,u,5%,-2%[46.1 µM],10%,-11,0%
O=C(CSc1ccccn1)Nc1ccc(N2CCOCC2)cc1,u,-31%,-6%,1%,-2%,u,1%,x,0%,1,19%
O=C(NC1CCCCC1)N1CCN(c2ncccn2)CC1,4%,11%,1%,0%,-7%,u,2%,-7%,-3%,-5,1%
CCOc1ccc(-n2c(C)c(C(C)=O)c(C(C)=O)c2C)cc1,-8%,11%,u,-1%,-4%,10%,-1%,1%[46.1 µM],3%,-8,-1%
COc1ccc(N2CCN(C(=O)C3(S(=O)(=O)c4ccc(C)cc4)CC3)CC2)cc1,10%,-30%,-11%,-4%,2%,3%,2%,9%,-1%,6,-1%
COc1ccc(/C=C2\C(=O)N(Cc3ccc(F)cc3)CC(=O)N2Cc2ccccc2)cc1,-24%,-21%,u,-7%,-4%,1%,0%,2%,0%,-12,21%
COc1cccc(-c2nc(CS(=O)(=O)CC(=O)Nc3ccccc3Br)c(C)o2)c1,-7%,-17%,-9%,-13%,0%,0%,-4%,-7%,3%,-12,2%
CC(C)C[C@H](NC(=O)Nc1ccc2c(c1)OCCO2)C(=O)O,2%,0%,0%,9%,-11%,u,8%,6%,0%,-23,1%
CCOc1ccc(-c2cn3ccccc3n2)cc1,2%,20%,u,3%,-2%,u,6%,-8%,-22%,14,-9%
O=C(N/N=C/c1ccccc1F)c1cccc2ccccc12,2%,15%,29%,-2%,-2%,3%,5%,-1%,-4%,-6,2%
CCOc1ccc(N2C(=O)NC(Cc3c[nH]c4ccccc34)C2=O)cc1 (stereo not drawn),12%,9%,0%,-5%,-1%,u,5%,1%,6%,-2,0%
COc1cc2c(cc1OC)C(C)N(C(=S)NC(=O)c1ccccc1)CC2 (stereo not drawn),-6%,2%,u,-3%,-7%,-11%,0%,3%,0%,-11,-6%
COc1ccc(/C=C2\Oc3cc(OCC(=O)N4CC(O)C[C@H]4C(=O)O)ccc3C2=O)cc1OC (stereo partly drawn),9%,-6%,11%,176%[activator],5%,u,-11%,-3%,12%,2,2%
O=C(Cc1ncc(C(F)(F)F)cc1Cl)NCc1ccco1,5%,22%,2%,8%,-4%,10%,1%,2%,-15%,1,2%
CCCCc1ccc(NC(=O)CSc2nc(=O)n(CCN(CC)CC)c3c2CCCC3)cc1,4%,-43%,12%,x,-6%,-10%,2%,-4%,2%,2,2%
COc1ccc(C(=O)Cc2nnc(C)s2)c(OC)c1,-1%,0%,u,-3%,1%,-6%,14%,0%[46.1 µM],3%,-12,2%
CCN(CC)CCCN=Cc1c(O)n(-c2ccccc2C)c(=O)c2ccccc12,13%,0%,9%,21%,-5%,1%,0%,-1%,1%,-1,5%
Cc1ccc(CSc2nc3ccsc3c(=O)n2Cc2ccccn2)cc1,-8%,-10%,-3%,-25%,-3%,u,8%,-1%[46.1 µM],7%,-2,u
COc1ccc(CC(=O)O/N=C(\N)c2ccc(Br)cc2)cc1OC,0%,-27%,-14%,6%,-7%,7%,8%,3%,3%,-35,-4%
Cc1cc(C)c(S(=O)(=O)c2ccccc2)c(=O)[nH]1,8%,19%,5%,1%,-1%,3%,15%,1%,2%,-3,8%
CCCCn1c(N)c(N(CC)C(=O)CCNC(=O)c2ccc(Cl)cc2)c(=O)[nH]c1=O,-22%,-26%,4%,1%,-1%,5%,-14%,-8%[46.1 µM],0%,2,x
CCC1(c2ccc(F)cc2)NC(=O)N(CC(=O)Nc2cccc(S(=O)(=O)N3CCCCC3)c2)C1=O (stereo not drawn),3%,13%,-15%,0%,0%,0%,-6%,-7%,0%,-8,-5%
O=C(CSc1ccccc1Cl)N1CCC(c2nc3ccccc3s2)CC1,-5%,-35%,-4%,-13%,0%,-6%,6%,-10%,-2%,-14,5%
Cn1c(C(=O)NCC2CCCO2)cc2c(=O)n(C)c3ccccc3c21 (stereo not drawn),13%,6%,3%,0%,-3%,7%,-2%,4%,-5%,25,-2%
CCOc1cc(CNS(=O)(=O)c2ccc3c(c2)CC(=O)N3C)cc(OCC)c1OCC,-11%,5%,15%,-1%,-7%,u,3%,4%,5%,-2,-12%
COc1ccc([N+](=O)[O-])cc1NC(=O)Cn1ccsc1=N,6%,-5%,3%,0%,-1%,-9%,-2%,1%[46.1 µM],1%,-10,0%
O=C1COc2ccc(S(=O)(=O)NCCc3ccc(Cl)cc3)cc2N1,2%,u,-3%,-1%,-9%,-3%,6%,2%,0%,-2,14%
COc1cc(OC)c(C2CC(=O)N3CN(c4ccc(C)cc4)CSC3=C2C#N)cc1OC (stereo not drawn),11%,-19%,8%,1%,-2%,-12%,-7%,3%,-12%,-14,-1%

# In a second layout: eight of the compounds above
# Every second line gives: Eya2 phos inh, a7 integrin act, ELG1 repair inh, ASM inhibitor, PTAP TSG101 blk, BCR signal inh, AT treatment, TCR activator, Tb PFK block, TSHR antagonist, Mito fusion act
CCc1ccc(C2C3=C(CC(C)(C)CC3=O)OC3=C2C(=O)CC(C)(C)C3)cc1
→ 1%, -20%, 27%, -5%, -5%, 0%, 3%, -1%[46.1 µM], -1%, 10, -8%
Cc1cc(NC(=O)CSc2ccccc2)no1
→ 8%, 23%, 9%, -1%, 2%, 6%, 5%, 5%, -7%, -3, 7%
COc1cc(CN(C)Cc2cc(=O)oc3cc(C)c(Cl)cc23)ccc1OC(F)F
→ -9%, -14%, -5%, -12%, -1%, 17%, -3%, 2%, -5%, -24, -5%
COc1cc(OC)cc(C(=O)NCC(=O)N2CCN(S(=O)(=O)c3ccccc3F)CC2)c1
→ -40%, 1%, 7%, 3%, -2%, 1%, -2%, 0%, 0%, -12, x
CCn1ncc(CNC(=O)C2(C)CC2(Br)Br)c1C (stereo not drawn)
→ 2%, -14%, 18%, 1%, 2%, u, 6%, -10%[46.1 µM], 4%, 11, -2%
O=[N+]([O-])c1ccc(-c2nc(NCc3ccccc3)c3ccccc3n2)cc1
→ 3%, 18%, -6%, 0%, -5%, u, 5%, -2%[46.1 µM], 10%, -11, 0%
O=C(CSc1ccccn1)Nc1ccc(N2CCOCC2)cc1
→ u, -31%, -6%, 1%, -2%, u, 1%, x, 0%, 1, 19%
O=C(NC1CCCCC1)N1CCN(c2ncccn2)CC1
→ 4%, 11%, 1%, 0%, -7%, u, 2%, -7%, -3%, -5, 1%
